PABP1 MLLE inh = blocks PAM2 peptide binding to the PABP1 MLLE domain | GST-MLLE / FITC-PAM2 fluorescence polarization | P11940 | hit rate 0.36% among 360,000 | inhibition, % at 20 µM; in the data active = inhibition above about 35%, passing the limit was not always enough;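 note: plate controls were DMSO wells with GST-MLLE for no effect and wells lacking GST-MLLE protein for full effect; some results filed as inactive read as strong as hits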
Target sequence (P11940 whole entry, looked up, the tested form may be a part): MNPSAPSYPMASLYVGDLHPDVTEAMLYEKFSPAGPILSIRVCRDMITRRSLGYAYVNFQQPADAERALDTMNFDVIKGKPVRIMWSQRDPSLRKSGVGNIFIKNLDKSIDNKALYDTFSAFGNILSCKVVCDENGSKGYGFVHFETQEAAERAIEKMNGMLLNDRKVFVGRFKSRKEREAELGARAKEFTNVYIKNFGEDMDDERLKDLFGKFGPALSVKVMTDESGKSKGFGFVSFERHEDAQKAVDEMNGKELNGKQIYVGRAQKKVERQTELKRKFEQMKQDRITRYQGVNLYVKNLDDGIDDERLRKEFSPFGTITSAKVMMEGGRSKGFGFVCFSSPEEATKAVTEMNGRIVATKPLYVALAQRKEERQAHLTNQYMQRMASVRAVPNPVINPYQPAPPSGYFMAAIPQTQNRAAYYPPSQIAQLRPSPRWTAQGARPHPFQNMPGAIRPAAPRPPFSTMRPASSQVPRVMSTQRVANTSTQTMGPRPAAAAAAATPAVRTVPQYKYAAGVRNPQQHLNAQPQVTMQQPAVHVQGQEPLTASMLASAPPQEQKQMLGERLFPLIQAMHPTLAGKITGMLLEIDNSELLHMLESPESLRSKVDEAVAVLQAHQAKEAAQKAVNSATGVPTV
CSN deneddyl inh = blocks human CSN-mediated cullin deneddylation; Q92905; Purified CSN, SCF-Nedd8-OG deneddylation, fluorescence polarization; inhibition, % at 12.5 µM; hit rate 0.38% among 360,000;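 active = pattern-corrected inhibition above about 35%, with an unprinted fluorescence ratio check between 0.5 and 1.5, limit read from the data, passing the limit was not always enough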;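 note: 0% = enzyme with substrate and 100% = substrate without enzyme; some results filed as inactive read as strong as hits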
Target sequence (Q92905 whole entry, looked up, one chain of several): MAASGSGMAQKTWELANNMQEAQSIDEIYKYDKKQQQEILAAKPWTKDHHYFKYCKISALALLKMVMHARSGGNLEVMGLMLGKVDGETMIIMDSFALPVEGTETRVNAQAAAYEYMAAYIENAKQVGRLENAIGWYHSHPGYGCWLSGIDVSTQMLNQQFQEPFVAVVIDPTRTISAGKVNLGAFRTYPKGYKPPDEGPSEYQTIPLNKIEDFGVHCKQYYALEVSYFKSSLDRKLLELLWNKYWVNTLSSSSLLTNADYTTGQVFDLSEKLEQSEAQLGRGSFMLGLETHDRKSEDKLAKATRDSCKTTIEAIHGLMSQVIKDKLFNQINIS
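Assay system: purified human Csn5 enzyme expressed in HEK293T cells; measure: % inhibition; also added: SCFSkp2-Nedd8OG substrate at 10 nM final; technique: fluorescence polarization; times: reaction 90 min, room temperature; medium: Tris buffer pH 7.5, NaCl, DTT, Tween-20, trehalose, ovalbumin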
Rpn11 block = blocks the human proteasome subunit Rpn11; hit rate 0.59% among 360,000; AID 588493; human 26S proteasome, Ub4-pepOG fluorescence polarization; 20S core pre-blocked with epoxomicin; calls only at 20 µM; O00487;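 active = inhibition at 20 µM, scaled to each plate's controls, above about 33%, limit read from the data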
Rin1-Abl PPI inh = blocks binding of human Rin1 to Abl; P00519+Q13671; hit rate 0.4% among 360,000; TR-FRET Rin1/Abl binding, biochemical; inhibition, % at 7.35 µM; AID 588664; in the data active = inhibition above about 5%, passing the limit was not always enough
Neddylation inh = cullin neddylation inhibition. calls only at 25 µM. hit rate 0.58% among 360,000. TR-FRET cullin neddylation, biochemical; in the data active = inhibition above about 36%
NadD block = inhibitors of Staphylococcus aureus NadD; hit rate 0.78% among 360,000; purified NadD enzyme, colorimetric absorbance read-out; inhibition, % at 20 µM; in the data active = inhibition above about 26%; note: some compounds past the cut are filed as inactive
SKN-1 inh = inhibitors of C. elegans SKN-1; hit rate 0.49% among 360,000; C. elegans VP596 Pgst-4::GFP/RFP ratio, acrylamide-induced, 24 h; inhibition, % at 21.8 µM;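 active = interference check ratio from 0.5 to 1.5 plus GFP to RFP signal ratio inhibition reaching or exceeding a fixed threshold, cut at about 30% in these data, passing the limit was not always enough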; note: some compounds called inactive have numbers as strong as hits
MT1-MMP act inh = MT1-MMP (human) activation inhibition. hit rate 0.061% among 360,000. AID 651647. HT1080 RFP-PRO-GFP cells, GFP/RFP ratio fluorescence, overnight; percent of plate control window, DMSO zero. GFP/RFP ratio change, % at 20 µM;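 active = GFP/RFP ratio change of at least 30% with cell ATP level not reduced by more than half and red fluorescence within 50% of control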; note: strong numbers were not always called active
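Assay system: RFP-PRO-GFP reporter HT1080 cells; read-out basis: GFP/RFP fluorescence ratio; benchmarks: DMSO wells and RFP-L50D-GFP cells; doses: 20 µM single dose, 1% DMSO; schedule: overnight cell settling, then overnight compound exposure, 37 °C, 5% CO2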
FAS-TE inh = blocks the thioesterase domain of human fatty acid synthase; P49327; recombinant FAS-TE, OMFH fluorogenic substrate, fluorescence endpoint; inhibition, % at 15 µM; hit rate 0.67% among 360,000; AID 602261;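 active = compounds whose normalised, plate-corrected inhibition of enzyme fluorescence in the single-dose primary screen is 50% or more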;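 note: 0% = DMSO with enzyme and 100% = substrate without enzyme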
The depositor's hits bear a star; i = inactive; . = not tested or not shown. Random draw from the library; about 3.9% have a hit in one of these screens.

SMILES	PABP1 MLLE inh	CSN deneddyl inh	Rpn11 block	Rin1-Abl PPI inh	Neddylation inh	NadD block	SKN-1 inh	MT1-MMP act inh	FAS-TE inh
CC(=O)C1=C(O)CC(c2ccccc2)CC1=NCCc1c(C)[nH]c2ccccc12 (configuration not stated)	-5	2	i	4	i	-2	-5	-8	22
COc1cc(/C=C/c2ccc(/C=C/c3cc(OC)c(OC)c(OC)c3)cc2)cc(OC)c1OC	-4	3	i	2	.	-3	3	6	8
CCOC(=O)C1=CCC(c2ccc(C)cc2)N(S(=O)(=O)c2ccc(C)cc2)C1 (configuration not stated)	11	-3	i	0	i	-1	15	-2	22
O=C(O)/C(=N/NC(=O)c1ccc(Cl)cc1)c1ccccc1	-5	10	i	-2	i	2	7	4	-4
CC[C@@H](C)[C@H](NC(=O)Cc1c(C)c2c(cc(C)c3c(C)coc32)oc1=O)C(=O)O	-6	3	i	1	.	6	2	6	-6
Cc1ccnc2nc(C(=O)OCC(=O)N3CC(C)CC(C)C3)nn12 (configuration not stated)	2	1	i	2	i	-6	-8	1	-12
COC(=O)C1=C(C)NC(=O)/C1=C\c1cccs1	15	-3	i	-2	i	-2	-11	0	-4
Cc1ccc(NC(=O)CSc2nnc(-c3ccncc3)n2N)cc1C	-67	0	i	1	i	-1	2	3	-8
COCCCNC(=S)N1CCN(C)CC1	-26	-1	i	0	i	-1	-16	2	-10
O=C(CN1CCCCCCC1)N/N=C/c1ccccc1F	0	2	i	3	i	-3	-13	1	-5
CC(C)OC(=O)Cn1nnc2c(cnn2-c2ccccc2)c1=O	-6	-1	i	0	i	3	4	7	3
Cc1ccc(N2C(SCC(=O)O)=NC(=Nc3cccc(C)c3)C23CCCC3)cc1	6	29	i	2	i	-3	-14	-3	-4
COc1ccc(-c2oc(=O)c3cc(OC)c(OC)cc3c2/C=C/c2cccc([N+](=O)[O-])c2)cc1	-44	2	i	2	i	4	-20	13	2
O=C(NCCc1ccccc1)C1CCN(S(=O)(=O)N2CCCC2)CC1	3	-2	i	4	i	7	-6	3	-6
CCOC(=O)C1CCN(C(=O)COC(=O)c2cc([N+](=O)[O-])ccc2N2CCOCC2)CC1	1	-2	i	-2	i	4	18	-2	70*
O=C(NC1CCS(=O)(=O)C1)c1cc(-c2ccccc2)nc2ccccc12 (configuration not stated)	1	-11	i	0	i	-9	5	-5	-2
CN1CCN(CCCNC(=O)c2cn(C3CCCCC3)c(=O)c3c2c2ccccc2n3C)CC1	0	-2	i	1	i	2	-8	-4	-8
O=C(Nc1ccc2c(c1)OCO2)NC1(C(F)(F)F)Oc2ccccc2O1	5	0	i	4	i	-4	-11	-13	-1
Cc1nn(-c2ccccc2)c(C)c1Cc1ccc(O)cc1	-12	0	i	3	i	-9	-3	-1	-1
COC(=O)c1cc(Cn2nc(C(=O)O)c3ccccc3c2=O)oc1C	-8	3	i	5	i	-1	8	0	-3
COC(=O)CS(=O)(=O)c1ccc2c(c1)CC(=O)N2	-2	-2	i	0	i	-1	25	1	-5
COc1ccccc1CNC(=O)c1ccc(Br)o1	1	1	i	-1	i	-6	7	1	-8
Cc1ccc(NC(=O)C(SCC(=O)O)c2ccccc2)cc1C (configuration not stated)	6	2	i	0	i	-2	1	0	-5
Cc1ncc([N+](=O)[O-])n1CC(=O)NCCc1ccccc1	13	4	i	-1	i	-9	6	-2	-1
CCc1sc(N(C(=O)Cc2ccccc2)c2ccc(F)cc2)nc1-c1ccccc1	3	-5	i	2	i	-4	-5	-4	20
Cc1ccc(CNC(=O)COc2ccc3c(c2)CCC3)cc1	-5	0	i	2	i	0	5	2	-9
Cc1ccc(CN2CCSc3ccc(C(=O)NCc4ccco4)cc32)cc1	10	2	i	-1	i	2	12	-7	28
CC(=O)c1ccc(OCc2nnn(CC(=O)NS(=O)(=O)Cc3ccccc3)c2-c2ccccc2)cc1	-5	-3	i	-1	i	1	-12	-2	35
CCOc1ccccc1CN1CCN(Cc2ccc3cc(F)ccc3n2)CC1CCO (configuration not stated)	-9	1	i	-1	i	2	-3	-3	-2
Cn1c(CCN2CCCCC2)nc2cc(NC(=O)COc3ccc([N+](=O)[O-])cc3)ccc21	6	-1	i	-5	i	-1	24	-1	10
CN(C)S(=O)(=O)c1cccc(NC(=O)COC(=O)CNC(=O)c2ccccc2F)c1	3	-1	i	2	i	-2	0	1	-4
O=C(NCc1cccnc1)c1cccc2c1C(=O)N(C1CCCCC1)C2	-3	4	i	2	i	-3	18	3	-4
CC(=O)c1ccc(N2CCN(S(=O)(=O)c3cc4[nH]c(=O)c(=O)[nH]c4cc3C)CC2)cc1	-16	0	i	-1	i	9	10	0	24
Nc1nc(-c2cccs2)cs1	21	1	i	2	i	-6	7	2	-6
CC(C)N(C(=O)[C@H]1C[C@H](CC(=O)NCCCN(C)C)C(=O)N2CCc3c([nH]c4cc(-c5ccco5)ccc34)[C@]12C)C(C)C	5	2	i	-3	.	-2	15	0	-4
O=C(CNC(=O)c1cccs1)OCC(=O)c1ccc2ccccc2c1	1	2	i	0	i	-9	-2	-3	2
COc1ccc(NC(=O)Nc2c(C)n(C)n(-c3ccccc3)c2=O)c(OC)c1	-1	3	i	-1	i	-3	-15	2	-11
CC(/C=C/c1ccccc1)=N/NC(=O)c1cc([N+](=O)[O-])cc([N+](=O)[O-])c1	6	-11	i	-4	i	12	-1	-1	-2
COc1ccccc1OCCOc1ccccc1/C=N/n1cnnc1	-1	-3	i	4	i	-9	6	2	-4
COc1cccc(-c2csc(N3CCN(C(=S)Nc4ccccc4)CC3)n2)c1	-104	1	i	1	i	8	1	-4	17
CNc1snc(C)c1C(=O)OCC(=O)Nc1ccc(C)cc1F	7	-1	i	-1	i	-2	-9	-6	7
CCCCCCCCCCCCOC1OC(CO)C(O)C(O)C1NC(C)=O (configuration not stated)	2	4	i	1	i	-11	8	3	-10
O=C(c1cc2ccccc2cc1O)N1CCCC1	-11	-1	i	-5	i	-4	12	1	-5
C[C@H](CO)N1C[C@H](C)[C@H](CN(C)C(=O)Cc2ccncc2)Oc2ncc(Br)cc2C1=O	3	-3	i	2	i	-1	4	1	-7
CC(C)[C@H](NC(=O)C1CCN(S(=O)(=O)c2ccc(F)cc2)CC1)C(=O)NCc1ccco1	-3	-4	i	-2	i	-6	2	2	-6
COc1cccc(-c2cc(CNC(=O)[C@H]3O[C@@H](n4cnc5c(N)ncnc54)[C@H](O)[C@@H]3O)no2)c1	0	-2	i	3	i	-1	6	3	-4
N#Cc1cnc(SCC(=O)Nc2ccccc2C(F)(F)F)nc1N	-16	0	i	7	i	-3	-21	1	0
CCOc1cc2sc(N3CCC(C(=O)NCCCN4CCCC4=O)CC3)nc2cc1Br	-4	-1	i	4	i	-6	15	2	-3
O=C(CSc1nc(=O)n2ccccc2n1)Nc1ccc2c(c1)OCO2	2	-1	i	2	i	-3	7	0	-3
O=[N+]([O-])c1ccc(/C=N/n2cnc3ccccc32)s1	8	-6	i	-7	i	-7	8	-16	2
COC(=O)[C@@]1(Cc2ccc(F)cc2)[C@H]2c3cc(C(=O)N4CCCC4)n(Cc4ccc(Cl)c(C(F)(F)F)c4)c3C[C@H]2CN1C(=O)c1ccccc1	.	-4	.	.	i	22	-17	-28	32
CCOc1cc2c(cc1OCC)C(c1ccccc1)N(c1ccc(C(=O)O)cc1)C(=O)C2 (configuration not stated)	18	1	i	1	i	-4	4	2	-5
C/C(=N\NC(=O)CSc1nc(C)[nH]c1[N+](=O)[O-])c1ccc(F)cc1	-1	1	i	-3	i	-9	-1	4	-1
O=C(CSc1ccc(Cl)cc1)NC1CC1	10	0	i	2	i	-6	10	2	-4
CCOc1cccc(CN2CCCC(N3CCc4cc(OC)c(OC)cc4C3)C2)c1O (configuration not stated)	-3	-2	i	1	i	-5	1	1	-4
CCN1/C(=C/c2cc[n+](CCCS(=O)(=O)[O-])c3ccccc23)Sc2ccccc21	-162	14	i	-5	i	11	20	-98	-11
CCN(CC)CCCN(C(=O)c1ccccc1F)c1nc(-c2ccc(OC)cc2)cs1	-30	1	i	1	i	-3	0	-7	2
COc1ccc(C(=O)NC2CCCc3c2cnn3-c2cccc(C)c2C)o1 (configuration not stated)	-6	-3	i	-1	i	-4	-1	-2	-7
COc1cc([N+](=O)[O-])c2nc(C=NNC(N)=S)ccc2c1	-28	1	i	0	i	2	0	5	-5
CSc1ccccc1OCc1cc(C(=O)N(C)Cc2cc(C)[nH]n2)no1	9	8	i	2	i	-2	-5	1	-3

Carrying on:
SMILES	PABP1 MLLE inh	CSN deneddyl inh	Rpn11 block	Rin1-Abl PPI inh	Neddylation inh	NadD block	SKN-1 inh	MT1-MMP act inh	FAS-TE inh
COc1ccccc1/C=C/C(=O)NCC(=O)N/N=C/c1ccccc1[N+](=O)[O-]	-8	0	i	-3	i	3	7	4	6
COC(C[C@H]1O[C@@H]1[C@H](O)[C@H](C)OCc1ccccc1)OC	-8	2	i	5	i	-2	-5	1	-11
NC(=O)CSc1nnc(-c2cccs2)n1-c1ccccc1	-2	3	i	3	i	-3	-14	-4	-4
COc1cccc(=O)c2c(C)n(-c3ccc(C(=O)O)cc3)c(C)c12	10	5	i	6	i	5	12	.	-12
COC(=O)c1cc2ccccc2c([N+](=O)[O-])c1O	-7	2	i	-1	i	-4	15	0	5
CSc1ncnc2c1ncn2CCCN1CCN(c2ncccn2)CC1	2	9	i	-1	i	11	10	2	-1
O=C(CC1C(=O)NCCN1Cc1cccc(F)c1)NC1CCCCCC1 (configuration not stated)	6	0	i	2	i	7	13	-1	0
NC(=O)COC(=O)c1sc2cc(F)ccc2c1Cl	1	-6	i	1	i	-4	-9	-1	5
CCOC(O)[C@H]1N[C@@H](c2ccc(Cl)cc2)[C@@H]([N+](=O)[O-])[C@@H]1c1ccccc1 (some centres not stated)	5	-5	i	1	i	-2	17	0	23
Nc1nc2ncccn2c1-c1ccccc1	.	4	.	.	i	.	-5	-3	.
Cc1ccc(S(=O)(=O)NCCCNS(C)(=O)=O)cc1	-4	-2	i	-4	i	-8	-4	6	-4
Cn1c(CO)cnc1-c1ccccc1	1	4	i	4	i	-2	-11	-4	0

An excerpt from above in order of length of the SMILES, rising.
SMILES	PABP1 MLLE inh	CSN deneddyl inh	Rpn11 block	Rin1-Abl PPI inh	Neddylation inh	NadD block	SKN-1 inh	MT1-MMP act inh	FAS-TE inh
Cn1c(CO)cnc1-c1ccccc1	1	4	i	4	i	-2	-11	-4	0
Nc1nc2ncccn2c1-c1ccccc1	.	4	.	.	i	.	-5	-3	.
NC(=O)CSc1nnc(-c2cccs2)n1-c1ccccc1	-2	3	i	3	i	-3	-14	-4	-4
COc1cccc(=O)c2c(C)n(-c3ccc(C(=O)O)cc3)c(C)c12	10	5	i	6	i	5	12	.	-12
COC(C[C@H]1O[C@@H]1[C@H](O)[C@H](C)OCc1ccccc1)OC	-8	2	i	5	i	-2	-5	1	-11

Continuation:
SMILES	PABP1 MLLE inh	CSN deneddyl inh	Rpn11 block	Rin1-Abl PPI inh	Neddylation inh	NadD block	SKN-1 inh	MT1-MMP act inh	FAS-TE inh
Cc1cc(C)c(NC(=O)CSc2nc3ncc(Br)cc3[nH]2)c(Cl)c1	-37	-3	i	-2	i	-2	-7	0	-3
O=C(NCCCN1CCOCC1)C(=O)c1c[nH]c2ccccc12	0	2	i	-1	i	-4	18	-3	-6
COc1ccc(CNC(=O)c2ccc(N3CCCC3=O)cc2)cc1	16	5	i	2	i	-1	-23	.	0
COCCN1CCN(C(=O)c2cc(COc3ccc(F)cc3Cl)on2)CC1	7	-1	i	-2	i	-1	0	2	-3

Compound activity: PubChem, several laboratories
